EBI2 block: antagonists of human EBI2 receptor. P32249. EBI2 beta-arrestin recruitment, luminescence, 7a,25-OHC stimulated. inhibition, % at 5 µM. 360,000 tested, 0.81% active; in the data active = inhibition above about 38%;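 also: enzyme fragment complementation signal reports receptor beta-arrestin coupling in cells; 0% = agonist plus DMSO wells and 100% = wells without agonist; some results beyond the cut were filed as inactive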
Jurkat NFkB inh: lowers PMA/ionomycin-induced NF-kB signal in Jurkat cells. PMA/ionomycin-induced NF-kB luciferase reporter, luminescence. inhibition, % at 4 µM. 330,000 tested, 0.53% active; in the data active = inhibition above about 50%
CHOP UPR activ: activators of apoptotic arm of unfolded protein response (CHOP) | CHO-CHOP luciferase reporter, UPR activation, luminescence; percent of tunicamycin response over DMSO baseline | activation, % at 10 µM | 330,000 tested, 0.34% active | AID 449763;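 active = at 10 µM dose, activation of 40% or more, normalized to positive control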;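 also: 100% = tunicamycin at 10 µg/mL and 0% = DMSO alone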
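assay system = CHO CHOP reporter cells | amount = 500 CHO-CHOP cells per well | buffer or medium = F12 with 10% FBS | incubation = 16-18 h cell attachment, then 6 h compound exposure, 37 °C | detection = luminescence read with Steady-Glo | read-out = percent activation relative to tunicamycin control | controls = tunicamycin high control, DMSO low control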
Mdm2 MdmX PPI: disrupts the human Mdm2-MdmX interaction; 330,000 tested, 3% active; SaOS-2 split-luciferase Mdm2/MdmX complementation, luminescence; inhibition, % at 8 µM;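 active = inhibition of at least 50% at 8 µM in the primary screen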
Target sequence (O15151 whole entry, looked up): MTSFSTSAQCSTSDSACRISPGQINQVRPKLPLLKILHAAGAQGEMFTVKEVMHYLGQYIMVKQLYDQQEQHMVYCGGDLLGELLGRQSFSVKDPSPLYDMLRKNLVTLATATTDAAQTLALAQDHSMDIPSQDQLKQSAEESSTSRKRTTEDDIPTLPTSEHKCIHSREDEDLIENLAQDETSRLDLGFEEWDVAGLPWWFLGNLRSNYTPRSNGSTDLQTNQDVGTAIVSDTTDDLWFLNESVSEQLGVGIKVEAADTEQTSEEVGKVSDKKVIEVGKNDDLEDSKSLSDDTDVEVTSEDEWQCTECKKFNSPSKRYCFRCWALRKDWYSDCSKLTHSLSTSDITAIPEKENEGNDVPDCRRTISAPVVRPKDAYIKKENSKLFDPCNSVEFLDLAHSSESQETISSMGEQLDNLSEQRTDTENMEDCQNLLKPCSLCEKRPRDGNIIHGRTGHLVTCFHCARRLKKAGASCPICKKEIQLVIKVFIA
Target sequence (Q00987 whole entry, looked up): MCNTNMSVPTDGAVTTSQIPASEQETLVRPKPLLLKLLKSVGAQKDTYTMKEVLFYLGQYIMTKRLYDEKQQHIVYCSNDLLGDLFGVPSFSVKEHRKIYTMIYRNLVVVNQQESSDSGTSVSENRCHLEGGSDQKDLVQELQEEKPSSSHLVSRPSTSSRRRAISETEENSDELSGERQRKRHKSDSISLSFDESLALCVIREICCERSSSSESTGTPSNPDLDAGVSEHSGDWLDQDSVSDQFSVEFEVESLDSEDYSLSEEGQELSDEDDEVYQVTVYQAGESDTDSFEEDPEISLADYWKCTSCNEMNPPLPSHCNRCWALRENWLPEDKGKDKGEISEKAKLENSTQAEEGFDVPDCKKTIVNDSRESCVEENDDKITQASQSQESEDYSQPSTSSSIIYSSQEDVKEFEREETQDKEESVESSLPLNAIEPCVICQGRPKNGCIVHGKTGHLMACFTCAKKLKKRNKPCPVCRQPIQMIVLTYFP
CCR6 antagonist: blocks CCL20-driven beta-arrestin recruitment at human CCR6; CHO-K1 CCR6 PathHunter beta-arrestin, luminescence, CCL20-stimulated; inhibition, % at 20 µM; AID 493098; 340,000 tested, 0.49% active; P51684;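 active = compounds whose inhibition of the agonist-driven luminescence signal at 20 µM reaches about 50%, limit read from the data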;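 also: cells stimulated with CCL20 at 14 nM final; plate controls were DMSO with CCL20 for no effect and DMSO without agonist for full effect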
Gli-Sufu block: Gli-Sufu pathway antagonism; Sufu-KO-LIGHT fibroblasts, Gli luciferase reporter luminescence; inhibition, % at 5 µM; 340,000 tested, 0.74% active;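 active = inhibition above about 55%, limit read from the data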;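 also: 0% = DMSO-treated cells and 100% = wells with medium but no cells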
UPR XBP1 act: activators of adaptive arm of unfolded protein response (XBP1). CHO-XBP1 luciferase reporter, IRE1-XBP1 UPR activation, luminescence; percent of tunicamycin response, DMSO as zero. activation, % at 20 µM. 330,000 tested, 0.33% active;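 active = versus positive control, 20 µM dose yields 30% or more activation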;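 also: 100% = tunicamycin at 10 µg/mL and 0% = DMSO only wells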
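Assay system: CHO-XBP1 luciferase reporter cells; Schedule: 6 h treatment, 37 °C; Detection: glow luminescence from Steady-Glo reagent; Benchmarks: high control tunicamycin 10 µg/mL final, low control DMSO vehicle only.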
697 NFkB inh: inhibitors of the PMA/ionomycin-induced NF-kB reporter in 697 B cells; AID 435022; 697 B-cell NF-kB luciferase reporter, 16 h; 330,000 tested, 0.33% active; inhibition, % at 4 µM; in the data active = inhibition above about 35%
CXCR6 block: CXCR6 (human) receptor inhibition. inhibition, % at 20 µM. O00574. CHO-K1 PathHunter CXCR6 beta-arrestin, luminescence. 360,000 tested, 0.36% active; in the data active = inhibition above about 34%, passing the limit was not always enough;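 also: antagonist mode with CXCL16 agonist at 10 nM final; 0% = 10 nM CXCL16 with DMSO and 100% = unstimulated wells without agonist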
Active calls of the source: *.

`CCOC(=O)N1CCC(NC(=O)CCc2c(C)nc3nc(C)nn3c2C)CC1` gave EBI2 block -11, Jurkat NFkB inh 9, CHOP UPR activ 0.3, Mdm2 MdmX PPI -10, CCR6 antagonist 0, Gli-Sufu block 11, UPR XBP1 act 0, 697 NFkB inh 9 and CXCR6 block 0.
Screening CCCCNC(=O)CC1NCCNC1=O (configuration not stated) returned EBI2 block -9, Jurkat NFkB inh 9, CHOP UPR activ 0.3, Mdm2 MdmX PPI 16, CCR6 antagonist -2, Gli-Sufu block -8, UPR XBP1 act -2, 697 NFkB inh 4 and CXCR6 block -2.
`O=C1COc2ccc(C(=O)COC(=O)Cn3cnc4ccccc43)cc2N1` gave EBI2 block 5, Jurkat NFkB inh -21, CHOP UPR activ -0.3, Mdm2 MdmX PPI -3, CCR6 antagonist 18, Gli-Sufu block -25, UPR XBP1 act 1, 697 NFkB inh -12 and CXCR6 block -9.
O=C(O)c1cc(-c2ccc(N3CCOCC3)cc2)nn1-c1ccc(F)cc1 was read as EBI2 block -5, Jurkat NFkB inh 4, CHOP UPR activ -2.6, Mdm2 MdmX PPI -28, CCR6 antagonist 7, Gli-Sufu block -5, UPR XBP1 act 1, 697 NFkB inh 1 and CXCR6 block 0.
For Cn1c(=O)cc(N)n(Cc2ccccc2)c1=O the results were EBI2 block -11, Jurkat NFkB inh 9, CHOP UPR activ -0.8, Mdm2 MdmX PPI -16, CCR6 antagonist -2, Gli-Sufu block -16, UPR XBP1 act 1, 697 NFkB inh 6 and CXCR6 block -4.
CCN(CC)S(=O)(=O)c1cc(C(=O)Nc2cc(S(=O)(=O)N3CCOCC3)ccc2N2CCCC2)ccc1F was read as EBI2 block 5, Jurkat NFkB inh 7, CHOP UPR activ 1.4, Mdm2 MdmX PPI 26, CCR6 antagonist 19, Gli-Sufu block 7, UPR XBP1 act -1, 697 NFkB inh -7 and CXCR6 block -6.
For COCCNC(=O)c1ccc(NS(C)(=O)=O)cc1 the results were EBI2 block -2, Jurkat NFkB inh -27, CHOP UPR activ -2.5, Mdm2 MdmX PPI 2, CCR6 antagonist -11, Gli-Sufu block 20, UPR XBP1 act 6, 697 NFkB inh -15 and CXCR6 block 5.
`O=C(O)c1ccc(NC2=Nc3cccc4cccc2c34)cc1` gave EBI2 block 7, CCR6 antagonist 11, Gli-Sufu block -6 and CXCR6 block 5.
O=C(NCc1cn2ccccc2n1)c1ccco1 was read as EBI2 block 0, Jurkat NFkB inh -8, CHOP UPR activ 1.5, Mdm2 MdmX PPI 2, CCR6 antagonist 9, Gli-Sufu block -4, UPR XBP1 act 2, 697 NFkB inh -27 and CXCR6 block 0.
`COc1ccc([C@H]2[C@H](C(=O)C(C)(C)C)N3N=Cc4ccccc4C3[C@]23N=C(c2ccccc2)OC3=O)cc1` (some centres not stated) gave EBI2 block -1, Jurkat NFkB inh -6, CHOP UPR activ -1.6, Mdm2 MdmX PPI -16, CCR6 antagonist 21, Gli-Sufu block 1, UPR XBP1 act 2, 697 NFkB inh -45 and CXCR6 block 3.
COc1ccc(CCN(C)C(=O)C2CC(=O)N(Cc3ccc(C)cc3)C2)cc1OC (configuration not stated) was read as EBI2 block -13, Jurkat NFkB inh 0, CHOP UPR activ 1.3, Mdm2 MdmX PPI 15, CCR6 antagonist 6, Gli-Sufu block -6, UPR XBP1 act -1, 697 NFkB inh 12 and CXCR6 block -7.
`O=S(=O)(c1cccc(-c2nc3n(n2)Cc2ccccc2-3)c1)N1CCCCC1` gave EBI2 block 5, Jurkat NFkB inh -2, CHOP UPR activ 2.6, Mdm2 MdmX PPI -21, CCR6 antagonist 6, Gli-Sufu block -7, UPR XBP1 act 0, 697 NFkB inh 10 and CXCR6 block -1.
O=C(Nc1cccc2ccccc12)N1CCN(c2ccc(F)cc2)CC1 was read as EBI2 block 4, Jurkat NFkB inh -1, CHOP UPR activ -2.9, Mdm2 MdmX PPI 2, CCR6 antagonist 5, Gli-Sufu block -1, UPR XBP1 act 0, 697 NFkB inh -1 and CXCR6 block -10.
`Cc1cc(C)c2nc(NNC(=O)c3cc(=O)c4ccccc4o3)sc2c1` gave EBI2 block -3, Jurkat NFkB inh -11, CHOP UPR activ -1.1, Mdm2 MdmX PPI 5, CCR6 antagonist 25, Gli-Sufu block -5, UPR XBP1 act -2, 697 NFkB inh -32 and CXCR6 block 19.
For CCOc1ccc(C2c3[nH]c4ccccc4c3CCN2CCCn2cccn2)cc1 (configuration not stated) the results were EBI2 block 12, Jurkat NFkB inh 14, CHOP UPR activ -0.4, Mdm2 MdmX PPI 17, CCR6 antagonist 31, Gli-Sufu block 24, UPR XBP1 act -4, 697 NFkB inh -8 and CXCR6 block 11.
Screening CCn1c(CSc2nc3ccccc3n2C)nc2ccccc21 returned EBI2 block 2, Jurkat NFkB inh -20, CHOP UPR activ 1.7, Mdm2 MdmX PPI 23, CCR6 antagonist 8, Gli-Sufu block 19, UPR XBP1 act 1, 697 NFkB inh -2 and CXCR6 block 1.
`C/C(CC(=O)NC(C)(C)C)=N\NC(=O)c1ccco1` gave EBI2 block -11, Jurkat NFkB inh 3, CHOP UPR activ 1.1, Mdm2 MdmX PPI 2, CCR6 antagonist -1, Gli-Sufu block 1, UPR XBP1 act 0, 697 NFkB inh -7 and CXCR6 block -3.
For Cc1cnc(C(=O)Nc2cc(F)ccc2C)cn1 the results were EBI2 block -24, Jurkat NFkB inh 0, CHOP UPR activ 2.3, Mdm2 MdmX PPI -4, CCR6 antagonist 1, Gli-Sufu block -13, UPR XBP1 act 0, 697 NFkB inh -5 and CXCR6 block 3.
CC12CCC3c4ccc(O)cc4CCC3C1CCC2=O (configuration not stated) was read as EBI2 block 14, Jurkat NFkB inh 4, CHOP UPR activ 0.0, Mdm2 MdmX PPI 40, CCR6 antagonist 2, Gli-Sufu block -4, UPR XBP1 act -2, 697 NFkB inh 16 and CXCR6 block -2.
Screening O=C(CN1CCN(S(=O)(=O)c2ccc(C(F)(F)F)cc2)CC1)N1CCNC1=O returned EBI2 block -7, Jurkat NFkB inh 11, CHOP UPR activ 1.7, Mdm2 MdmX PPI -32, CCR6 antagonist 12, Gli-Sufu block -5, UPR XBP1 act 0, 697 NFkB inh 0 and CXCR6 block -5.
`O=C(CNc1cccc([N+](=O)[O-])c1)N/N=C/c1ccc([N+](=O)[O-])o1` gave EBI2 block 14, Jurkat NFkB inh 25, CHOP UPR activ 1.1, Mdm2 MdmX PPI 3, CCR6 antagonist 4, Gli-Sufu block 1, UPR XBP1 act -2, 697 NFkB inh -2 and CXCR6 block -2.
`CC(=O)OC(C)[C@H]1CC[C@H]2[C@@H]3CC[C@H]4C[C@@H](OC(C)=O)CC[C@]4(C)C3=CC[C@]12C` (some centres not stated) gave EBI2 block -6, Jurkat NFkB inh -24, CHOP UPR activ -3.0, Mdm2 MdmX PPI 24, CCR6 antagonist 25, Gli-Sufu block -7, UPR XBP1 act 2, 697 NFkB inh -12 and CXCR6 block -2.
Screening COc1ccc(OCCSc2ccc(S(=O)(=O)N3CCCC3)cn2)cc1 returned EBI2 block 12, Jurkat NFkB inh -9, CHOP UPR activ -0.3, Mdm2 MdmX PPI -20, CCR6 antagonist 18, Gli-Sufu block 9, UPR XBP1 act -2, 697 NFkB inh -17 and CXCR6 block -4.
Screening COC(=O)c1sc2ncn(-n3c(C)ccc3C)c(=O)c2c1C returned EBI2 block 2, Jurkat NFkB inh -10, CHOP UPR activ -0.5, Mdm2 MdmX PPI 1, CCR6 antagonist -6, Gli-Sufu block 4, UPR XBP1 act -1, 697 NFkB inh -4 and CXCR6 block 0.
For Cc1cc2cc(CN(Cc3ccc4c(c3)OCO4)Cc3nnnn3C3CCCC3)c(=O)[nH]c2cc1C the results were EBI2 block -11, Jurkat NFkB inh 8, CHOP UPR activ 0.7, Mdm2 MdmX PPI 32, CCR6 antagonist -2, Gli-Sufu block 4, UPR XBP1 act 1, 697 NFkB inh 11 and CXCR6 block 7.
Screening COc1ccc(OC)c(CNC(=O)c2coc(=O)c3ccccc23)c1 returned EBI2 block -3, Jurkat NFkB inh 7, CHOP UPR activ -1.7, Mdm2 MdmX PPI 10, CCR6 antagonist -1, Gli-Sufu block 5, UPR XBP1 act -1, 697 NFkB inh 21 and CXCR6 block -3.
O=C(c1ccncc1)c1ccc(NS(=O)(=O)c2ccc(Br)s2)cc1 was read as EBI2 block 3, Jurkat NFkB inh 7, CHOP UPR activ -1.4, Mdm2 MdmX PPI -34, CCR6 antagonist 8, Gli-Sufu block 5, UPR XBP1 act -3, 697 NFkB inh 8 and CXCR6 block 0.
`Oc1ccc2ccccc2c1C=NCc1cn2ccsc2n1` gave EBI2 block -1, Jurkat NFkB inh 6, CHOP UPR activ 0.0, Mdm2 MdmX PPI 51*, CCR6 antagonist 8, Gli-Sufu block 3, UPR XBP1 act -3, 697 NFkB inh 4 and CXCR6 block -1.
`Cc1[nH]oc(=O)c1N=Nc1ccc2[nH]c(=O)[nH]c2c1` gave EBI2 block 1, Jurkat NFkB inh 9, CHOP UPR activ -0.7, Mdm2 MdmX PPI 8, CCR6 antagonist 22, Gli-Sufu block 1, UPR XBP1 act -3, 697 NFkB inh 2 and CXCR6 block 5.
N#C/C(=C\c1ccc[nH]1)C(=O)NCC1CCCO1 (configuration not stated) was read as EBI2 block -7, Jurkat NFkB inh -3, CHOP UPR activ 2.3, Mdm2 MdmX PPI -8, CCR6 antagonist 11, Gli-Sufu block -7, UPR XBP1 act 1, 697 NFkB inh -3 and CXCR6 block -11.
CCCCc1ccc(NS(=O)(=O)c2cccc(C(=O)N3CCNC(=O)C3)c2)cc1 was read as EBI2 block 1, Jurkat NFkB inh -8, CHOP UPR activ 0.8, Mdm2 MdmX PPI 8, CCR6 antagonist 3, Gli-Sufu block -9, UPR XBP1 act -1, 697 NFkB inh 11 and CXCR6 block -20.
Screening Cc1ccsc1C(=O)N(Cc1nnc(-c2ccccc2Cl)o1)C1CC1 returned EBI2 block -6, Jurkat NFkB inh -16, CHOP UPR activ 1.0, Mdm2 MdmX PPI -9, CCR6 antagonist 4, Gli-Sufu block -2, UPR XBP1 act 2, 697 NFkB inh -66 and CXCR6 block -4.
For COc1ccc(N(C)S(=O)(=O)c2cccc(C(=O)Nc3nnc(C)s3)c2)cc1 the results were EBI2 block -6, Jurkat NFkB inh -9, CHOP UPR activ -0.9, Mdm2 MdmX PPI 4, CCR6 antagonist 13, Gli-Sufu block 3, UPR XBP1 act -3, 697 NFkB inh -25 and CXCR6 block 6.

Nothing new here: an excerpt of the list.
Screening COc1ccc(OCCSc2ccc(S(=O)(=O)N3CCCC3)cn2)cc1 returned EBI2 block 12, Jurkat NFkB inh -9, CHOP UPR activ -0.3, Mdm2 MdmX PPI -20, CCR6 antagonist 18, Gli-Sufu block 9, UPR XBP1 act -2, 697 NFkB inh -17 and CXCR6 block -4.
Screening COC(=O)c1sc2ncn(-n3c(C)ccc3C)c(=O)c2c1C returned EBI2 block 2, Jurkat NFkB inh -10, CHOP UPR activ -0.5, Mdm2 MdmX PPI 1, CCR6 antagonist -6, Gli-Sufu block 4, UPR XBP1 act -1, 697 NFkB inh -4 and CXCR6 block 0.
For Cc1cc2cc(CN(Cc3ccc4c(c3)OCO4)Cc3nnnn3C3CCCC3)c(=O)[nH]c2cc1C the results were EBI2 block -11, Jurkat NFkB inh 8, CHOP UPR activ 0.7, Mdm2 MdmX PPI 32, CCR6 antagonist -2, Gli-Sufu block 4, UPR XBP1 act 1, 697 NFkB inh 11 and CXCR6 block 7.

Compound activity (PubChem BioAssay)
